# BoNT-A LC inh2 = inhibitors of Botulinum neurotoxin A light chain protease | multiplex microsphere protease substrate cleavage, flow cytometry | inhibition, % at 10 µM | 360,000 compounds, 0.17% hits | AID 588499; note: plate controls were buffer without enzyme for full effect and enzyme alone for no effect
# PriA SSB inh = K. pneumoniae PriA-SSBct interaction inhibition | AlphaScreen SSBct-PriA binding, biotinylated peptide | inhibition, % at 33 µM | 430,000 compounds, 0.6% hits; in the data active = inhibition mostly above about 37%, no sharp cut-off; inactive = mostly below about 20%;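 note: plate controls were negative control peptide for no effect and reference peptide for full effect; strong numbers were not always called active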
# CCHF vOTU inh = CCHFV vOTU protease inhibition. Pep-AMC fluorescence. inhibition, % at 11.5 µM. 370,000 compounds, 0.55% hits; in the data active = inhibition above about 30%; note: 0% = vehicle wells with enzyme and 100% = no enzyme wells
# PfHsp40 yeast = restores yeast growth despite PfHsp40 toxicity | growth rescue, % at 12.5 µM | 340,000 compounds, 0.68% hits | S. cerevisiae expressing PfHsp40, growth rescue, ATP luminescence; in the data active = growth rescue above about 28%, passing the limit was not always enough; inconclusive = no clear call, values can overlap the other calls;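 note: yeast W303a lacking pdr1 and pdr3 grown in galactose medium; growth measured after three days at 30 °C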
# BH1578 lux ind = inducers of Vibrio cholerae quorum light production without autoinducers; V. cholerae BH1578 lux reporter, luminescence, 6 h; activation, % at 18.7 µM; 350,000 compounds, 0.16% hits; AID 588436; in the data active = activation mostly above about 9.7%, no sharp cut-off; inconclusive = no clear call, values can overlap the other calls; inactive = mostly below about 3.7%; note: not every result past the cut was called active; inactives centre near 0; reference of the scale not given here
# Y pestis TopoI = Y. pestis Topo-I inhibition via cleavage products. Y. pestis Topo-I cleavage product accumulation, plate reader. activity, % at 10 µM. 360,000 compounds, 0.064% hits; in the data active = activity above about 50%, passing the limit was not always enough; inconclusive = no clear call, values can overlap the other calls; note: inactives centre near 2
# VHR inh abs = blocks human VHR1 dual specificity phosphatase | P51452 | recombinant VHR phosphatase, pNPP absorbance | inhibition, % at 13.3 µM | 290,000 compounds, 0.52% hits | AID 1654; in the data active = inhibition above about 50%; note: some compounds called inactive have numbers as strong as hits
# TcdB inh = inhibitors of Clostridioides difficile toxin B glycohydrolase; AID 652162; 350,000 compounds, 0.24% hits; TcdB glycohydrolase enzymatic assay, plate reader; inhibition, % at 9.99 µM; in the data active = inhibition above about 10%
# Target sequence (P18177 whole entry, looked up): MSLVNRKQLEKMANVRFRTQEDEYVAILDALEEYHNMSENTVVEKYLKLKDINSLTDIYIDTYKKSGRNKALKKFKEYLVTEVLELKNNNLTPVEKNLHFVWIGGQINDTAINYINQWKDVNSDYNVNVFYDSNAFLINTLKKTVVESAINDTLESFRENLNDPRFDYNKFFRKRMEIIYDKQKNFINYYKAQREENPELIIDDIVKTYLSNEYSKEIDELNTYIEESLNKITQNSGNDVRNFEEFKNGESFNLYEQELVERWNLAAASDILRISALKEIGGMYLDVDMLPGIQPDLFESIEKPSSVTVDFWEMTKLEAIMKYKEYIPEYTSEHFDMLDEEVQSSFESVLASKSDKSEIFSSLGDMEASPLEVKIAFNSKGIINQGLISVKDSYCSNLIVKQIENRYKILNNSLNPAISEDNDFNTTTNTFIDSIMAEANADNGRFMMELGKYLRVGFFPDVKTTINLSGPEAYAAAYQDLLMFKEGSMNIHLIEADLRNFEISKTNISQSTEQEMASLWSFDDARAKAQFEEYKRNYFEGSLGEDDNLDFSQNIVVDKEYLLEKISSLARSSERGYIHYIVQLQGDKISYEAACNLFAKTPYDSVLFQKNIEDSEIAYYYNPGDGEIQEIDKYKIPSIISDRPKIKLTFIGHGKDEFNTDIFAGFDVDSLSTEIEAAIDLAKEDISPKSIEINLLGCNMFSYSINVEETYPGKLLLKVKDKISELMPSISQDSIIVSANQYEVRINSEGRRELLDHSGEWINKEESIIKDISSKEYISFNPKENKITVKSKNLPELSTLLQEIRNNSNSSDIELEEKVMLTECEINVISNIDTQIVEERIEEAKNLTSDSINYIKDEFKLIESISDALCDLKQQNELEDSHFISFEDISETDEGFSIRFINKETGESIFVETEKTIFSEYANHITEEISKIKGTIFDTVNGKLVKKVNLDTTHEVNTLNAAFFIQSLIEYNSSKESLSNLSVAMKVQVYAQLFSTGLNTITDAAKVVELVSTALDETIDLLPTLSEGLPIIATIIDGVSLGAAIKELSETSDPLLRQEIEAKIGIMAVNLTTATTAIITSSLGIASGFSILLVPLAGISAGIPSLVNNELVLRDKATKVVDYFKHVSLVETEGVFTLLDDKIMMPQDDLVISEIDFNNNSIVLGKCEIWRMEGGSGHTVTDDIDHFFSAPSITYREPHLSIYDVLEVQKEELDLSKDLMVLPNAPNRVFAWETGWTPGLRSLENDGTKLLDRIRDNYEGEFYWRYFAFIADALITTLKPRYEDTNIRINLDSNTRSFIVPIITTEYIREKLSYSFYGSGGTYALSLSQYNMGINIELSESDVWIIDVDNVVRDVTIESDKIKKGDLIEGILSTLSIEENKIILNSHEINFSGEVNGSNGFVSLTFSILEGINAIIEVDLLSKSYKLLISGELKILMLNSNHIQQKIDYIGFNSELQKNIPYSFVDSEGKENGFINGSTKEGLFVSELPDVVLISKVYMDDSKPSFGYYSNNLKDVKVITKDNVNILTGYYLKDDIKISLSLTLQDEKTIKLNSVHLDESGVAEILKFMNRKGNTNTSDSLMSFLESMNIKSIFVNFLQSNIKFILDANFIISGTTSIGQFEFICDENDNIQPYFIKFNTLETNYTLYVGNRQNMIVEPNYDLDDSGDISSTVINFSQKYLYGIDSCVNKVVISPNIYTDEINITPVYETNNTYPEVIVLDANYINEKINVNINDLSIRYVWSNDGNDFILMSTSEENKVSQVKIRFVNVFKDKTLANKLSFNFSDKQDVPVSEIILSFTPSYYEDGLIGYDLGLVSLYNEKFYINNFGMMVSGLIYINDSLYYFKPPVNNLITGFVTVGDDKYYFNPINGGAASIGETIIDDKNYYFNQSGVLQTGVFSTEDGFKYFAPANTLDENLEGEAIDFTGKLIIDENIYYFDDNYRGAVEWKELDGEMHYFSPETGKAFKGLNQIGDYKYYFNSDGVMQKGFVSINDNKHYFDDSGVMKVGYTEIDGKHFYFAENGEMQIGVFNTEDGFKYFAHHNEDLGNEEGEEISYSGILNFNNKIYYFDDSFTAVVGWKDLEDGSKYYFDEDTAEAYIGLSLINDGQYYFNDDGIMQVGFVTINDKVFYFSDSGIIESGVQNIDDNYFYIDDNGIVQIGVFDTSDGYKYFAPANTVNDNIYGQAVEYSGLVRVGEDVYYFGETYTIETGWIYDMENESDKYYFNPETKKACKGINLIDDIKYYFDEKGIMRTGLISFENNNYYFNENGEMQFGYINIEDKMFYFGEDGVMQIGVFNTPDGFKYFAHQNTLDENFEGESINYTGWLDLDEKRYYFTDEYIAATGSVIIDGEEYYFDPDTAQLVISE
# Anthrax LF inh2 = blocks Bacillus anthracis lethal factor protease | 360,000 compounds, 0.12% hits | P15917 | multiplex microsphere protease cleavage assay, LF | inhibition, % at 10 µM; note: plate controls were buffer without enzyme for full effect and enzyme alone for no effect
# 3CLpro inhibitor = SARS-CoV 3CLpro protease inhibition; AID 1706; P0C6X7; inhibition, % at 6 µM; recombinant SARS-CoV 3CLpro, quenched FRET peptide cleavage; 290,000 compounds, 0.14% hits; in the data active = inhibition above about 12%
# Starred values were filed as active, the others as inactive; i = inactive; ? = inconclusive; / = no result given; & = joins results of further samples. Cut-off read from the data, not from the text of the source, unless noted: active = inhibition above about 30%; inconclusive = no clear call, values can overlap the other calls; inactive = below that. An excerpt; the hit share may differ from the screen's.
Compound | BoNT-A LC inh2 | PriA SSB inh | CCHF vOTU inh | PfHsp40 yeast | BH1578 lux ind | Y pestis TopoI | VHR inh abs | TcdB inh | Anthrax LF inh2 | 3CLpro inhibitor
C=CC[C@@H](CC/C=C/C=C/CC/C=C\[C@@H]1CSC([C@@H]2C[C@@H]2C)=N1)OC | 0.3 | -8 | / | 2.5 | -0.4 | 35 | / | / | -9 | /
O=C(OCC(=O)N1CCOCC1)c1ccc2c(c1)OCCO2 | 0.3 | -8 | 10 | -1.3 | 0.0 | 10 | 18 | 0.5 | -2 | -4
Cn1c(SCC(=O)NNC(=O)c2ccccc2Br)nnc1C(F)(F)F | -0.2 | -7 | 3 | -2.4 | i | -2 | / | -5.1 | -1 | /
CCOc1ccc(-n2c(SCC(=O)Nc3ccc(OC)cc3)nc3c(c2=O)SCC3)cc1 | -0.2 | -2 | -3 | -0.5 | 0.2 | 21 | 23 | / | -2 | 1
COC(=O)c1cccc(C23CC4(C2)[C@H](CN(Cc2cccnc2)[C@@H]4c2ccccc2)C3c2ccccc2)c1 (stereo partly specified) | -0.1 | -32 | 8 | -0.9 | -2.1 | 10 | -8 | 0.8 | -8 | /
CSc1ccc(C(=O)C2CCCN(C(=O)c3cc(C)n(C)n3)C2)cc1 (stereo unspecified) | 1.5 | -24 | 8 | 0.2 | i | 14 | -37 | 1.2 | -3 | -2
CC(=O)C1=C(c2ccccc2)OC(N)=C(C#N)C1c1ccccc1F (stereo unspecified) | 0.2 | -10 | -2 | 1.1 | -0.3 | -5 | 7 | -0.1 | 1 | -7
CN(Cc1ccccc1)S(=O)(=O)c1nnc(NC(=O)c2ccc(F)cc2)s1 | -1.4 | -5 | 14 | -0.1 | -0.2 | 5 | -9 | -0.4 | -1 | 4
O=C(Cn1ncc2c(=O)oc3ccccc3c21)NCCN1CCN(c2ccccc2F)CC1 | 1.0 | 6 | 3 | -1.7 | i | 2 | 3 | 0.6 | 2 | 3
OC[C@@H]1CN(Cc2ccc(Cl)cc2)C[C@H](n2cnc3c(NC4CC4)ncnc32)O1 | 0.0 | / | -7 | / | -0.8 | 13 | / | 0.3 | -1 | /
C=CCNC(=O)CN(c1ccc(F)c(Cl)c1)S(C)(=O)=O | 0.2 | 1 | / | 0.7 | i | 6 | -11 | -0.6 | -7 | 3
CCC(C)NC(=O)CN1C(=O)C(CC)Sc2ccccc21 (stereo unspecified) | -0.2 | -12 | 8 | 0.1 | -0.8 | 11 | 8 | 2.0 | 2 | 4
COC(=O)C1C(=O)c2c([nH]c(C(=O)OC3CCCCCC3)c2C)CC1C (stereo unspecified) | -0.2 | -8 | 4 | 0.7 | -0.4 | 7 | 11 | 0.0 | 4 | -1
COc1cccc(C(=O)NCC(c2cccs2)N2CCOCC2)c1 (stereo unspecified) | 0.1 | -12 | 3 | -0.9 | i | 3 | / | 0.6 | -6 | /
CCOc1ccc(/C=C2\SC(=S)N(CCC(=O)Nc3ccc(C(=O)O)cc3)C2=O)cc1 | -1.8 | 11 | -2 | -1.0 | i | 9 | 48 | -0.4 | -8 | -3
O=C(Nc1ccc2c(c1)CCC2)c1cc(F)cc(F)c1 | 0.0 | -10 | 0 | 0.4 | -1.3 | 2 | / | -0.3 | -8 | /
O=C(c1ccc(S(=O)(=O)N2CCCCC2)cc1)N1CCN(c2ccccc2F)CC1 | 0.6 | 2 | -3 | 21 | -1.6 | 15 | -5 | / | 0 | 5
O=C(CN1CCOCC1)N/N=C/c1ccc(-c2ccc(Br)cc2)o1 | -0.3 | i | 8 | 0.3 | -0.6 | -2 | 16 | 0.3 | -8 | 1
COc1cccc(CNC2CCCCCCC2)c1OC | -2.5 | -3 | 5 | 6.4 | -0.7 | 7 | 28 | -1.1 | 8 | -1
Cc1ccc(-c2cc(C(F)F)n3ncc(C(=O)N4CCC5(CC4)OCCO5)c3n2)cc1 | 0.5 | -1 | -12 | -0.4 | -4.2 | 22 | 31 | 2.2 | 0 | 5
CNC(=O)COC(=O)/C=C/c1cccc(F)c1 | 0.0 | -10 | -8 | 1.7 | -0.4 | -13 | -1 | 1.8 | 2 | 4
COC(=O)CNc1nc(Cl)nc(Nc2ccc(Cl)cc2)n1 | 0.1 | -11 | -22 | -1.4 | -0.2 | 7 | 32 | 0.7 | -2 | 5
CC(C)c1nnc(NC(=O)CCC(=O)Nc2ccc3cn[nH]c3c2)s1 | ? | 7 | 13 | -1.7 | -0.8 | 1 | 16 | -0.4 | -20 | 0
Cc1cc(C(F)(F)F)nn1Cc1n[nH]c(=S)n1-c1cccc(Cl)c1 | 4.6 | -9 | -5 | 0.8 | -0.4 | 19 | 24 | 1.8 | -3 | 3
O=c1[nH]c2ccccc2n1C1CCN(Cc2ccc(-c3nc4ccccc4nc3-c3ccccc3)cc2)CC1 | -0.9 | / | 7 | / | / | / | / | 0.1 | 7 | /
CCOC(=O)c1c(CSC(=N)N)n(-c2ccc(C)cc2)c2cc(Br)c(OC(C)=O)cc12 | -0.4 | 10 | 46* | 0.7 | i | -15 | 41 | / | -10 | 5
O=C(NCc1cccnc1)C(=O)Nc1cc2c3c(c1)CC(=O)N3CCC2 | 0.3 | 3&-14 | / | -0.8 | i | 0 | / | / | -1 | /
CC(C)(CO)Nc1nc(N2CCCC2)nc(N2CCCC2)n1 | -0.2 | -9 | 4 | -1.2 | -2.5 | -4 | 16 | / | -2 | 2
CCOC(=O)CC(=O)c1cc(OC)c(OC)c(OC)c1 | -0.9 | 1 | -1 | -1.0 | -0.3 | -1 | 12 | / | -3 | -1
CCC1(CC)Cc2ccccc2C(C2=C(O)CC(C)(C)CC2=O)=N1 | -0.5 | 0 | 25 | 0.1 | -0.2 | -5 | -5 | / | 0 | 1

# Later entries:
# Results follow in this order: BoNT-A LC inh2	PriA SSB inh	CCHF vOTU inh	PfHsp40 yeast	BH1578 lux ind	Y pestis TopoI	VHR inh abs	TcdB inh	Anthrax LF inh2	3CLpro inhibitor
> Cc1cc(NC(=O)C(C)SCC(=O)Nc2ccccc2C(C)(C)C)no1 (stereo unspecified)
    -0.2	10	4	-0.1	i	-8	/	0.4	7	/
> CC(C)CCN(C(=S)Nc1cccc(F)c1)C1CCN(C(C)C)CC1
    -0.5	-8	-9	1.0	-1.4	-14	25	1.5	-5	-1
> CCc1ccc(-c2cc(C)no2)cc1S(=O)(=O)Nc1cc(C)ccn1
    1.4	-8	5	2.2	-0.2	-8	10	1.0	-4	0
> CC1(C)CC2CC(C)(CN2C(=O)Cc2ccccc2)C1 (stereo unspecified)
    -0.9	-16	-1	-0.8	i	6	3	/	3	-2
> COc1ccc(C(=O)Cn2c(C(C)=O)nc3ccccc32)cc1
    0.8	-12	4	0.2	i	-7	/	-0.2	4	/
> Cc1cccc(C(=O)OC(C)C(=O)NCC2CCCCC2)c1O (stereo unspecified)
    1.2	-9	-1	-0.8	0.6	0	/	1.0	0	/
> COc1ccc(NC(=O)c2cc(C3CCCCN3S(=O)(=O)Cc3ccccc3)on2)c(C)c1 (stereo unspecified)
    -0.2	/	7	/	-0.3	13	/	0.5	3	/
> Fc1ccccc1Nc1nc(-c2ccncc2)nc2ccccc12
    0.0	3	3	-0.3	-0.3	5	3	0.1	0	-9
> O=C(NNC(=S)NC(=O)c1ccccc1[N+](=O)[O-])c1ccc(Cl)cc1Cl
    -0.4	2	16	25	-0.5	3	34	0.7	1	2
> O=C(NNc1c(Cl)cc(Cl)cc1Cl)c1cccc([N+](=O)[O-])c1
    -0.7	0	-10	192*	-0.3	-5	-4	/	0	2
> Cc1ccc(N=CC2=C(O)CC(C)(C)CC2=O)nc1
    -0.3	3	4	-1.3	/	-6	11	/	2	1
> CCC1CCCCN1CCCNC(=O)c1ccc2c(c1)NC(=O)CS2 (stereo unspecified)
    3.0	1	5	-0.3	-0.7	2	56*	-0.9	2	-1
> CCN(CC)CCCNC(=O)CSc1nc2c(c(C(F)(F)F)n1)CCc1ccccc1-2
    0.0	2	0	-2.4	0.1	8	-8	1.4	-3	-1
> Brc1ccc2nc(N3CCCC3)sc2c1
    -0.7	-5&-1	0	-1.0	-0.3	6	4	-6.2	0	1
> CSc1nnnn1-c1c(C)cccc1C
    -0.6	2	-5	-1.8	i	1	12	0.1	-4	3

# Part of the list above in order of formula weight, high to low.
# Results follow in this order: BoNT-A LC inh2	PriA SSB inh	CCHF vOTU inh	PfHsp40 yeast	BH1578 lux ind	Y pestis TopoI	VHR inh abs	TcdB inh	Anthrax LF inh2	3CLpro inhibitor
> COc1ccc(NC(=O)c2cc(C3CCCCN3S(=O)(=O)Cc3ccccc3)on2)c(C)c1 (stereo unspecified)
    -0.2	/	7	/	-0.3	13	/	0.5	3	/
> CC(C)CCN(C(=S)Nc1cccc(F)c1)C1CCN(C(C)C)CC1
    -0.5	-8	-9	1.0	-1.4	-14	25	1.5	-5	-1
> Fc1ccccc1Nc1nc(-c2ccncc2)nc2ccccc12
    0.0	3	3	-0.3	-0.3	5	3	0.1	0	-9
> Brc1ccc2nc(N3CCCC3)sc2c1
    -0.7	-5&-1	0	-1.0	-0.3	6	4	-6.2	0	1

# Continuation:
# Results follow in this order: BoNT-A LC inh2	PriA SSB inh	CCHF vOTU inh	PfHsp40 yeast	BH1578 lux ind	Y pestis TopoI	VHR inh abs	TcdB inh	Anthrax LF inh2	3CLpro inhibitor
> C=CCC(=O)OCCCCCCOc1ccc(C(=O)O)cc1
    0.3	-5	5	-2.1	i	3	4	/	1	7
> COCCn1nnnc1C(c1cc2ccc(OC)cc2[nH]c1=O)N1CCN(C2CCCCC2)CC1 (stereo unspecified)
    1.0	6	6	-1.0	i	1	14	/	6	4
> O=C(Nc1cccnc1)c1sc(Nc2ccccc2F)nc1-c1ccccc1
    0.6	-8	7	-0.7	-1.6	19	43	2.1	-2	3
> CCN(CC)S(=O)(=O)c1cccc(C(=O)N[C@H](C(=O)OCC(N)=O)C(C)C)c1
    -1.4	-8	9	1.2	0.4	4	35	/	-7	8
> COc1ccc(NC(=O)CSc2nc(O)cc(=O)n2C)cc1
    0.4	-15	11	0.1	-1.0	-4	27	/	-5	1
> COc1ccc([N+](=O)[O-])cc1NCc1ccco1
    0.5	5	-6	0.2	-3.7	1	1	2.6	-3	-1
> Cn1cccc1CC(=O)N/N=C/c1cccc([N+](=O)[O-])c1
    -0.6	/	-11	-0.8	-0.8	4	11	1.2	0	3
> COc1cc(/C=N/NC(=O)c2ccc3c(c2)OCO3)ccc1O
    -3.5	/	17	1.3	-0.1	-3	66	0.6	-4	1
> O=[N+]([O-])c1cc([N+](=O)[O-])c(Oc2c(Cl)cccc2Cl)cc1NN1CCCCC1
    -0.5	10	-2	8.1	-1.0	-4	9	1.1	-11	-2
> Cc1ccc(S(=O)(=O)N(CC(=O)N=Nc2c(O)[nH]c3ccccc23)c2ccc(C)c(C)c2)cc1
    -0.2	19	4	-1.8	-1.1	-3	-10	1.7	-2	9
> CC(C)NC(=O)C1CCN(C2CCN(Cc3nc(C(C)C)cs3)CC2)CC1
    -0.2	-9	2	0.1	i	5	-3	1.5	-3	0
> COc1ccc(N2CCN(C(=O)c3cccn4c(=O)c5ccccc5nc34)CC2)cc1
    -0.9	-1	-14	-0.6	i	1	8	0.0	1	-1
> O=C1N[C@@H](Cc2ccccc2)COC(=O)[C@H](Cc2ccc(F)cc2)CC/C=C/C[C@@H]1CC(=O)N(CCO)Cc1ccccc1
    -0.4	-3	7	1.8	-0.5	23	/	0.2	-3	/
> COCCNC(=O)c1ccc(CSc2nc3ccccc3s2)cc1
    -2.3	-14	-6	-0.6	i	29	10	0.2	-4	-2

# Assay outcomes deposited in PubChem by several laboratories.
